Source: PubChem BioAssay (National Center for Advancing Translational Sciences (NCATS))
IL-1B inflam inh: inflammasome signaling inhibition, IL-1 beta readout. THP-1 LPS/ATP IL-1B secretion, AlphaLISA, 16 h; stronger effect = lower value. 4.7% of 360,000 active. activity change, % at 57.5 µM. AID 743279; in the data active = activity change below about -50%; inconclusive = mostly about -30% to -49%; also: % is scaled to controls: 0 for no effect and ±100 for the full control effect
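THP-1 cells pretreated 1 hr with compounds (up to 57.5 uM final), then stimulated with LPS (250 ng/mL final) plus ATP (1.25 mM final); secreted IL-1B measured by AlphaLISA after 16 hr, decreased signal indicating inhibition.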
DRD3 agonist: D3 dopamine receptor (human) agonism; D3R DiscoveRx beta-arrestin cells, luminescence, 90 min; max activation, %; 0.58% of 410,000 active; P35462; in the data active = max activation above about 30%; also: 0% is about no effect; mostly tested at two doses, the higher about 12 µM
Target sequence (P35462 whole entry, looked up): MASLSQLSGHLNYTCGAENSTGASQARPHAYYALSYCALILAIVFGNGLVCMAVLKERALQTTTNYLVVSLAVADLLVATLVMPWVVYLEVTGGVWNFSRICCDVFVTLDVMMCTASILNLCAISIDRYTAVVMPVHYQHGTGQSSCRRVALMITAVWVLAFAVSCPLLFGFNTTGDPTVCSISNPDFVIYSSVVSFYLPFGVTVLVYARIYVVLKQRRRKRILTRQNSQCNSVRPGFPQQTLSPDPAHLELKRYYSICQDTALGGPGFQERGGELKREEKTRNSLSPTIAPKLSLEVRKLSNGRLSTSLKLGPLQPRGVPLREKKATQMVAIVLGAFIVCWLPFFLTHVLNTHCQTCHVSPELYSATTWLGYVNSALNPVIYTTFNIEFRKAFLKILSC
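Agonist-mode cell screen: cells plated at 1500/well and incubated overnight at 37 °C, then exposed to library compounds for 90 min at 37 °C. Detection reagent was added for 30–60 min at room temperature, and luminescence was read.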
MCF10A rerep: induces DNA re-replication in MCF 10a normal breast cells. AID 624296. Potency, µM (doses to about 46.1 µM), for the others: top-dose activity, positive = re-replication, hits mostly activators. 2.9% of 350,000 active. MCF 10A DNA re-replication, Hoechst nuclear intensity, 48 h; also: potency is read from the fitted curve at half-maximal effect; % of control where 0% means no effect; nearly all actives have a fitted effect of over 50% in size
HT1080 IDH1KD tx: toxicity to HT-1080 IDH1 knockdown cells (counter line); HT-1080 IDH1 knockdown viability, ATP luminescence, 48 h; Potency, µM (highest dose often 46.1 µM), inactives show at the highest dose activity, negative = toxicity, usual class: cytotoxic; 2% of 360,000 active;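 also: potency is read from the fitted curve at half-maximal effect; 0% = DMSO wells and -100% = cell-free medium wells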
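Luminescent ATP read-out (CellTiter-Glo, 10 min at room temperature) after 48 h compound exposure at 37 °C gave viability of IDH1-knockdown HT-1080 cells. Activity was normalised to DMSO and cell-free wells, then fitted as concentration-response curves.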
HT1080NT lethal: kills 2HG-producing HT-1080-NT fibrosarcoma cells. AID 686970. HT-1080-NT fibrosarcoma viability, CellTiter-Glo ATP luminescence, 48 h. 1.6% of 360,000 active. Potency, µM (titrated, usually from 46.1 µM), for the others: at the highest dose activity, negative = less viability, usual class: cytotoxic;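 also: NT is the 2HG producing partner of a matched IDH1 knockdown line; potency is read from the fitted curve at half-maximal effect; 0% = DMSO-treated cells and -100% = media-only wells without cells; nearly all actives have a fitted effect of over 55% in size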
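Read-out is CellTiter-Glo luminescence after 10 minutes at room temperature, following 48 hours' compound treatment of HT-1080-NT cells (750 cells/well, RPMI, 5% FBS, 37 degrees C).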
SW480 rereplic: DNA re-replication induction in SW480 cells | SW480 DNA re-replication, Hoechst DNA content imaging, 48 h | Potency, µM (series often up to 46.1 µM), for the others: at the highest dose re-replication activation, actives largely listed as activators | 1.8% of 340,000 active; also: potency is read from the fitted curve at half-maximal effect; % of control where 0% means no effect; nearly all actives have a fitted effect of over 55% in size
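Compounds, transferred as 23 nL by pin tool, were incubated with cells for 48 hr; DNA content per nucleus was then quantified by Hoechst staining and fluorescence plate imaging.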
HEK293 tox: cytotoxic in the GLP-1 receptor inverse agonist counter-screen; 0.13% of 410,000 active; Potency, µM (highest dose often 38.3 µM), inactives show top-dose activity change, negative = inhibition, hits mostly inhibitors; HEK293 cAMP-luciferase reporter cells, luminescence, 24 h; AID 624418;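 also: loss of luciferase light is scored as toxicity; potency is read from the fitted curve at half-maximal effect; % is scaled to controls: 0 for no effect and ±100 for the full control effect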
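Step one: seed cells (200 cells/uL, DMEM with 10% Nu serum, 1% pen-strep). Step two: 12-hour incubation at 37 deg C. Step three: pin 23 nL compound, incubate 24 hr. Step four: add luciferase reagent, read luminescence 12 min later.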
KB-3-1 cytotox: KB-3-1 parental cell cytotoxicity; KB-3-1 viability, CellTiter-Glo ATP luminescence, 72 h; Potency, µM (doses to about 46.1 µM), without a hit: at the highest dose activity change, negative = cytotoxic, most hits filed as cytotoxic; 1.4% of 400,000 active; also: potency is read from the fitted curve at half-maximal effect; % is scaled to controls: 0 for no effect and ±100 for the full control effect; nearly all actives have a fitted effect of over 60% in size
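Cytotoxicity measured as CellTiter-Glo luminescence after 72 h at 37 C. Compound titrations were pinned onto drug-naive KB-3-1 parental adenocarcinoma cells grown in DMEM with 10% FBS, and normalized data fitted to concentration-response curves.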
KB-V1 cytotox: KB-V1 MDR subline cytotoxicity; KB-V1 MDR cells viability, CellTiter-Glo, 72 h; 3.4% of 400,000 active; Potency, µM (doses to about 46.1 µM), inactives show at the highest dose activity change, negative = cytotoxicity, actives largely listed as cytotoxic; also: potency is read from the fitted curve at half-maximal effect; % is scaled to controls: 0 for no effect and ±100 for the full control effect; nearly all actives have a fitted effect of over 60% in size
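Readout: CellTiter-Glo luminescence, 10 min after addition. Cells: KB-V1 MDR subline, 72 h at 37 degrees C with compound. Analysis: corrected, normalized data fitted to concentration-effect curves.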
* = called active by the depositor; ? = inconclusive; . = not tested or not shown; [ ] = remark or other dose. Unless noted, calls follow the shape of the dose curve; as a rule, active = well fitted curve in the direction sought with a large enough effect; inconclusive = small, poorly fitted or top-dose-only effect, or another doubt; inactive = no such curve, though single readings can be large; an effect the other way counts as inactive or inconclusive. Hits appear at their usual frequency; overall some 11% were active at least once.

Molecule	IL-1B inflam inh	DRD3 agonist	MCF10A rerep	HT1080 IDH1KD tx	HT1080NT lethal	SW480 rereplic	HEK293 tox	KB-3-1 cytotox	KB-V1 cytotox
COc1cccc(NC(C)=[N+](C)CCNS(=O)(=O)c2ccc(Cl)cc2)c1	0	-6	-1%	?	-21%	-5%	0%	0%	-13%
Cc1ccc(OCc2nc(C#N)c(N3CCCC3)o2)cc1	-58*	-2	1%	-20%	-3%	-9%	67%[activator]	2%	2%
Cc1cc(OCCCCOc2ccc(S(N)(=O)=O)c(C)c2)ccc1S(N)(=O)=O	-12	-3	-10%	-5%	-2%	5%	0%	0%	0%
Cc1ccccc1-n1nnnc1SCC(=O)NCC1(N2CCOCC2)CCCCC1	-3	0	10%	-2%	1%	1%	-22%	6%	-7%
COc1cccc(OCCCCn2c(-c3ccc(Cl)cc3)nc3ccccc3c2=O)c1	.	-11	.	.	.	.	17%	?	15%
O=C1c2ccccc2C(=O)N1CCn1ccnc1	1	-1	8%	14%	?	-6%	7%	28%	?
Cc1cc(Nc2ccc(Br)cc2)nc(-c2ccccc2O)n1	-24	12	?	-15%	3%	-48%[inhibitor]	-7%	-14%	0%
O=C(Nc1cccc(-c2cn3ccsc3n2)c1)c1ccccc1	-14	-4	5%	8%	0%	-7%	-13%	0%	-5%
CS(=O)(=O)c1ccccc1C(=O)Nc1cccc2ncccc12	-1	4	-4%	2%	4%	-28%	8%	-6%	-8%
Cc1ccc(OCCOCCn2ccnc2)c(Br)c1	-10	-10	-2%	-7%	-1%	-6%	-3%	-11%	-3%
CCCOc1ccc(C(=O)NCCC(=O)NCCCC(=O)O)cc1	-10	-1	-13%	1%	23%	?	-4%	0%	20%
O=C(NNC(=O)C12CC3CC(CC(Br)(C3)C1)C2)c1ccccc1F	-7	2	0%	20%	14%	-8%	4%	2%	-10%
CCNC(=O)C1(C)CCN(C(=O)c2ccccc2OC(F)(F)F)C1 (configuration not stated)	13	0	.	21%	21%	.	7%	0%	-18%
c1ccc(CN2CCN(c3ncccn3)CC2)cc1	-4	24	?	13%	16%	0%	14%	22%	-3%
COC(=O)c1ccc2c(=O)n(Cc3ccc4c(c3)OCO4)c(=S)[nH]c2c1	31	5	10%	-4%	12%	?	3%	-18%	-21%
CCOc1ccc(N(C)S(=O)(=O)c2ccc3[nH]cc(C(=O)NCCOC)c(=O)c3c2)cc1	4	10	15%	-15%	-1%	-3%	4%	-10%	25%
Cc1ccc(S(=O)(=O)Nc2ccc(Nc3nccn4c(-c5cccc(OC(F)(F)F)c5)cnc34)cc2)cc1	-26	2	.	?	18µM*	.	-1%	?	?
Cc1cccc(NC(=O)c2oc3ccccc3c2NC(=O)Cc2coc3cc(C)cc(C)c23)c1	.	1	.	.	.	.	-10%	7%	-1%
CCOc1ccc(S(=O)(=O)N2CCOCC2)cc1NC(=O)Cc1c(F)cccc1Cl	-4	-9	-15%	-6%	-5%	?	-3%	-10%	-18%
CC(=O)OCC(=O)C1(O)CCC2C3CCC4=CC(=O)CCC4(C)C3(F)C(O)CC21C (configuration not stated)	-53*	-4	-2%	?	19%	0%	-6%	-18%	-2%
CCS(=O)(=O)N1CCC(C(=O)NCc2ccc(OC)cc2OC)CC1	-7	1	-3%	8%	2%	-81%[inhibitor]	0%	-1%	10%
COc1cc(/C=N/NC(=S)Nc2cccc(C(=O)O)c2)cc(OC)c1OC	19	2	-5%	7%	7%	-6%	5%	21%	2%
Fc1cccc(NC(=S)Nc2cccc3ccccc23)c1	28	1	9%	-5%	5%	1%	7%	8%	0%
COc1ccc2nc3n(c(=O)c2c1)-c1ccc(Cl)cc1C(=O)NC3Cc1ccc(O)cc1 (configuration not stated)	16	44*	-1%	1%	6%	-9%	-3%	3%	?
CCCCCc1cc(=O)oc2c(C(CCN3CCCC3)c3ccc(N(C)C)cc3)c(OC)cc(OC)c12 (configuration not stated)	-76*	-36	-4%	-24%	-20%	3%	0%	?	11%
COCCCNc1c2c3c(cccc3[nH]c1=O)C(=O)c1ccccc1-2	13	0	15µM*	?	?	18µM*	.	5.8µM*	2.1µM*
Cn1c2ccccc2n2c(=O)cc(-c3ccccc3)c(C#N)c12	-19	-6	-5%	7%	17%	-4%	-14%	-12%	?
CCOC(=O)C1CCCN(c2c(NCCCN(C)c3ccccc3)c(=O)c2=O)C1 (configuration not stated)	-5	-5	-6%	-2%	1%	-8%	8%	8%	5%
CN(CC(=O)Nc1cccc(C#N)c1)Cc1ccc(Cl)cc1	10	-18	6%	-5%	-4%	?	-2%	-4%	?
O=C1CC(C(=O)Nc2ccc(Br)cc2)S/C(=N\N=C\c2ccco2)N1 (configuration not stated)	7	0	1%	0%	-28%	-11%	-19%	1%	18%
COc1ccccc1CC(=O)N1CCN(c2ccccn2)CC1	-14	4	-12%	7%	16%	-5%	-1%	4%	-2%
O=C1NC(=S)N(C(=O)c2ccc(F)cc2)/C1=C/c1ccccc1	-16	-1	?	-28%	-23%	?	?	?	?
COCCN(CC1CCCN(C2Cc3ccccc3C2)C1)C(=O)CCC(F)(F)F (configuration not stated)	0	-12	2%	9%	-2%	-37%	-13%	-9%	4%
CCOc1ccc(S(=O)(=O)N2CCCC(C(=O)NCc3ccco3)C2)cc1 (configuration not stated)	-23	6	0%	3%	0%	1%	?	6%	-8%
N#Cc1nc(COc2cccc(Cl)c2)oc1N1CCCC1	-16	-6	2%	0%	2%	-4%	-8%	-5%	-6%
CCOc1ccccc1N/C=C(\C#N)c1nc2ccccc2n1C	33	16	?	-1%	14%	4%	4%	4%	-28%
COc1ccc(C(=O)NNC(=O)OC(C)(C)C)cc1	-13	-5	1%	-1%	10%	-3%	3%	4%	13%
Cc1noc(C)c1S(=O)(=O)N(C)C[C@H]1Oc2ccc(NC(=O)Cn3cnnn3)cc2C(=O)N([C@H](C)CO)C[C@@H]1C	8	8	6%	11%	1%	-1%	1%	9%	0%
CC(C)CC(c1nnnn1Cc1ccc2c(c1)OCO2)N1CCC(C(N)=O)CC1 (configuration not stated)	11	10	-2%	8%	19%	-20%	-17%	-11%	72%
COc1ccc(N2CCN(C(=O)c3nc(SC)ncc3Cl)CC2)cc1	.	-3	.	.	.	.	-8%	-14%	-1%
CCOc1ccc(CNC(=O)c2ccc3c(Cl)c4c(nc3c2)CCCC4)cc1	.	-7	.	.	.	.	-17%	12%	0%
C=CCn1c(=O)c2ccccc2n2c(SCC(=O)Nc3sc(C)c(CC)c3C(=O)OCC)nnc12	-28	3	?	-1%	11%	-41%[inhibitor]	6%	-5%	?
CCCC(=O)OCC(=O)Nc1cc(Cl)ccc1[N+](=O)[O-]	63	7	3%	4%	3%	-3%	-4%	8%	?
CC1CC(=O)c2ccccc2C1C (configuration not stated)	4	-1	-4%	6%	-2%	2%	3%	27%	13%
Cc1cc(C)c2c(=O)n3c(nc2c1)C(CC(C)C)NC(=O)c1cccnc1-3 (configuration not stated)	-3	-9	.	-5%	-5%	.	-18%	-5%	-5%
O=C(N/N=C/c1cccs1)c1c[nH]c2ccccc12	-10	-3	3%	24%	13%	-1%	-15%	1%	?
CCN1CCN(c2nc3c(c(=O)[nH]c(=O)n3C)n2CCCc2ccccc2)CC1	1	-17	-2%	0%	11%	0%	-1%	7%	-20%
CCCCn1c(SCC(=O)NC(=O)Cc2ccccc2)nc2ccccc2c1=O	15	-4	4%	0%	-3%	?	3%	9%	17%
O=C(C1CCN(S(=O)(=O)Cc2ccccc2)CC1)N1CCN(c2ccccc2F)CC1	.	5	.	.	.	.	-4%	-6%	-17%
FC(F)Oc1ccc(NC(=S)Nc2ccc3cn[nH]c3c2)cc1	?	6	-5%	21%	12%	19%	-7%	20%	?
COc1ccc(C/C(N)=N/OC(=O)c2ccc(Cl)cc2)cc1	-28	1	-3%	4%	-1%	0%	-8%	9%	20%
Cc1cc(C)n2nc(-c3ccco3)nc2n1	8	-10	-2%	17%	19%	-1%	-1%[0.307 µM]	17%	5%
CCOC(=O)CC1ON(C)C(=O)N1c1ccc([N+](=O)[O-])cc1 (configuration not stated)	4	3	10%	0%[9.24 µM]	-4%	-8%	-17%	13%	-10%
Cn1c(N)c(C#N)c(C#N)c1-c1ccccc1	0	-17	-2%	4%	-3%	-6%	-9%	?	?
Cc1ccc(S(=O)(=O)N2CCN(C(=O)COC(=O)/C=C/c3ccccc3[N+](=O)[O-])CC2)c(C)c1	24	5	7%	-7%	-1%	?	-5%	-3%	0%
O=c1/c(=C/c2ccco2)sc2nc(-c3ccccc3Br)nn12	-21	0	-3%	13%	0%	-14%	-16%	3%	17%
Cc1cc(Nc2ccc(Cl)cc2)nc(NCc2ccccc2)n1	?	-7	?	?	?	?	?	?	21µM*
CCCCCC(=O)NC(=S)Nc1cccc(-c2nc3ncccc3o2)c1	57	-4	-1%	19%	27%	-1%	18%	14%	8%
O=[N+]([O-])c1ccccc1S(=O)(=O)N1CCN(Cc2ccc3c(c2)OCO3)CC1	?	-8	?	-10%	4%	-7%	7%	7%	?
Cc1ccc(O)c(CCc2ccc(O)cc2)n1	-16	-13	22%	13%	3%	-6%	0%	2%	6%
